ABHD5 PLIN5 PPI: inhibitors of human ABHD5-perilipin-5 interaction | Q00G26+Q8WTS1 | Split G. princeps luciferase complementation, luminescence, 4 h | inhibition, % at 4 µM | 360,000 compounds, 0.78% hits | AID 602281;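 active means inhibition above the mean inhibition across every tested compound plus 3 SD, cut at about 22% in these data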;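 further: 0% = DMSO only wells and the 100% control is not disclosed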
CaV13 ICDI inh: Primary screen for inhibitors of IQ motif and Ca2+-dependent inactivation inhibitor domain binding in CACNA1D, Förster resonance energy transfer in living cells, … | HEK cells, CFP/YFP FRET ICDI-IQ, plate reader, 10 min; percent FRET-ratio fall versus neutral wells | inhibition, % at 12.3 µM | 340,000 compounds, 0.098% hits | AID 743397;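 active means mean replicate inhibition of at least 30% and at least 1% of replicates passing that level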;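 further: 0% = median of the neutral control wells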
Glyco luc inh: N-linked glycosylation inhibition. 360,000 compounds, 0.23% hits. AID 588692. reporter increase, % at 12.5 µM. D54 ERlucT glycosylation luciferase reporter, 24 h; percent of 100 nM tunicamycin response;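 active means mean luciferase reporter signal, scaled so untreated is 0 and the glycosylation-blocking control 100, at or above a set limit in every replicate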;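 further: luciferase carries N-glycosylation sites so blocking glycosylation raises the light; 0% = median of neutral control wells and 100% = median of 100 nM tunicamycin wells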
H9c2 protect: myocardial damage modulation in H9c2 cells; 360,000 compounds, 0.63% hits; H9c2 cardiomyocytes, H2O2 injury protection, ATPLite, 2 h; protection from H2O2 cell death, % at 20 µM; AID 588492;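 active means compounds giving at least 50% protection of heart cells from peroxide-induced death in the single-dose screen, raw or plate-pattern-corrected value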;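 further: 0% = DMSO wells with peroxide and 100% = DMSO wells without peroxide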
PDI turbidity: PDI (human) enzyme inhibition; PDI insulin aggregation turbidity, A650, 90 min; inhibition, % at 10 µM; 350,000 compounds, 0.052% hits; AID 588391;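 active means mean inhibition across replicates of 30% or more, whatever share of single replicates reach that level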;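 further: absorbance from insulin aggregation driven by PDI reduction with DTT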
MC4R antag cAMP: blocks human MC4R cAMP signaling. MC4R-expressing cells, MTII-stimulated cAMP, LANCE TR-FRET. inhibition, % at 6.5 µM. P32245. 360,000 compounds, 0.48% hits;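 active means inhibition above its plate's cutoff, the mean of tested wells on that plate plus 3 SD, cut at about 29% in these data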;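 further: 0% = Melanotan II alone and 100% = Melanotan II plus saturating MCL0020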
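system = U2OS cells with stable human MC4R expression | also added = Melanotan II challenge after compound preincubation | dosing = one concentration, 6.5 µM nominal | incubation = compound 30 min, challenge 1 h, detection 1 h | measured by = TR-FRET with Eu-cAMP and labeled anti-cAMP, 671 nm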
MC4R barr agon: human MC4R agonism via beta-arrestin; AID 540308; activation, % at 8.9 µM; 360,000 compounds, 0.98% hits; U2OS MC4R beta-arrestin complementation, luminescence; percent of melanotan II response, DMSO zero;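 active means activation above a per-plate cutoff, the mean activation of sample wells on that plate plus 3 SD, cut at about 8% in these data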
ABCB6 inh 2: blocks the human ABCB6 transporter | K562-ABCB6 porphyrin accumulation, flow cytometry, 1 h; active compounds read low | AID 602162 | fluorescence ratio to DMSO, % at 10 µM | 360,000 compounds, 0.19% hits;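 active means fluorescence ratio to DMSO below 75%, the collection mean minus 3 SD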;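 further: signal is porphyrin accumulated inside mitochondria; 100% equals median channel fluorescence of DMSO control wells; lower ratio means ABCB6 inhibition with less porphyrin fluorescence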
Target sequence (Q9NP58 whole entry, looked up): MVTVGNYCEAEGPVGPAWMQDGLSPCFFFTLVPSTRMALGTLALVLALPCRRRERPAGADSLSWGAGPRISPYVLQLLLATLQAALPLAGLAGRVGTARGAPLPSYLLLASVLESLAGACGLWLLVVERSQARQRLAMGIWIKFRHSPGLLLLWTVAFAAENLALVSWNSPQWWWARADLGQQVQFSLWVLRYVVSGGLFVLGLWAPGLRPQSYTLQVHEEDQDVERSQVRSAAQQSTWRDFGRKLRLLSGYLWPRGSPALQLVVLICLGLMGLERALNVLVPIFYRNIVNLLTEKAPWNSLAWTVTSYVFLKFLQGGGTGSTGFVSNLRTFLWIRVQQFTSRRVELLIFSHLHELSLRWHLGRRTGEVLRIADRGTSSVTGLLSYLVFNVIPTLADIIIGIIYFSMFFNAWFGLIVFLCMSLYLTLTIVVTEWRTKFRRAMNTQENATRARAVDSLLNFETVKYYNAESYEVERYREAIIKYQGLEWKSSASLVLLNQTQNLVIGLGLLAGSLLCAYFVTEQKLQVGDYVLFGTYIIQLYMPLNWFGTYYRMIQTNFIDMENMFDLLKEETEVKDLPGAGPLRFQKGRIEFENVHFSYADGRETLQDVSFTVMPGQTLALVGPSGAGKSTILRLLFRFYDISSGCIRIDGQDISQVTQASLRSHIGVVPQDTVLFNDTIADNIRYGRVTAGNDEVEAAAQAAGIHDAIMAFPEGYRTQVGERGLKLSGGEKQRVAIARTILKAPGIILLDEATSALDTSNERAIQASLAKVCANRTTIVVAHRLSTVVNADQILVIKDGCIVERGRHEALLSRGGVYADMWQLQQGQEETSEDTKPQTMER
Granule exo inh: lytic granule exocytosis inhibition. TALL-104 LAMP-1 surface exposure, flow cytometry; cells stimulated with thapsigargin and PMA. inhibition, % at 10 µM. 360,000 compounds, 0.66% hits. AID 651702;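 active means inhibition above about 55%, limit read from the data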
m5-HT2A agonist: mouse HTR2A agonism via beta-arrestin recruitment; CHO-K1 mHTR2A beta-arrestin complementation, luminescence; percent of 30 µM serotonin response; activation, % at 7.6 µM; 360,000 compounds, 0.66% hits; AID 624169;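 active means activation above a run cutoff, the mean activation of all tested compounds plus 3 SD, cut at about 14% in these data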;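 further: 0% = plate median of compound wells and 100% = 30 µM serotonin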
An asterisk follows results filed as active; / = no result given.

SMILES	ABHD5 PLIN5 PPI	CaV13 ICDI inh	Glyco luc inh	H9c2 protect	PDI turbidity	MC4R antag cAMP	MC4R barr agon	ABCB6 inh 2	Granule exo inh	m5-HT2A agonist
CCOC(=O)CNC(=O)CSc1nc(C)cc(C)c1C#N	3	-5	1	-9	4	0	-1.5	102	-2	-2
COC(=O)c1nc(-n2nc(C)cc2C)ccc1Cl	8	-3	1	6	-11	-3	4.8	95	-3	1
O=C(Nc1nn[nH]n1)c1cccc([N+](=O)[O-])c1	0	3	1	8	1	15	0.3	103	3	0
COc1ccc(CN2CCNC(=O)C2CC(=O)N(C)Cc2ccon2)c(F)c1 (centres undefined)	0	-6	2	-2	-6	0	-2.9	100	-8	10
CC(C)(C)C(=O)NC(C(N)=O)=C(Cl)Cl	-7	-6	3	2	6	1	-0.3	103	2	-3
CCOc1ccc(N=C2NC(=O)S/C2=C\c2ccc(Cl)cc2)cc1	3	-9	-3	-17	2	0	-2.4	87	0	-3
O=C(Nc1cc2c3c(c1)CC(=O)N3CCC2)c1cccc(F)c1	-2	-5	0	11	-2	9	-3.3	90	16	1
O=C(CCC1CCCN(C(=O)c2ccc3c(c2)OCO3)C1)NCc1ccc(F)c(F)c1 (centres undefined)	0	-17	-2	7	2	3	-0.7	100	-5	-1
COc1ccc(-c2csc3ncnc(NCCCO)c23)cc1	-1	-2	-13	6	3	2	-0.7	95	8	0
CC(C)(C)NC(=O)COc1ccc(CNCc2cccs2)cc1	4	-5	-8	2	-15	4	-1.9	95	6	-4
CCCCC[C@H](C)N1C[C@@H](COCc2ccccc2)Oc2cc(N3CCC[C@H]3COC)ccc2S1(=O)=O	-13	-10	/	/	/	/	/	100	4	1
COc1cc(OC)cc(C(=O)Nc2ccc(Nc3ccccc3)cc2)c1	-2	-3	7	4	10	5	-0.7	99	28	-3
CCn1cc(CN2CCN(C)C(CCO)C2)c2ccccc21 (centres undefined)	3	-5	-2	0	-8	2	-0.3	99	-4	-1
CCOc1ccc(NC(=O)CCC(=O)NNC(=O)c2ccc(Br)o2)cc1	-9	-4	2	-2	-2	-3	-0.9	97	5	-3
O/C(=C\Sc1nnc(Cc2ccccc2)o1)c1ccc(F)cc1	5	/	-3	5	-5	7	0.6	103	-1	-12
O=C(C(Cc1ccccc1)n1cccc1)N1CCN(c2cccc(Cl)c2)CC1 (centres undefined)	-10	-5	-9	-12	/	7	2.1	93	4	2
Cc1c(C(=O)NCCc2ccc3c(c2)OCCO3)oc2ccccc12	-1	-3	2	-5	1	8	0.5	96	-1	0
N#Cc1nc(Cc2cccc3ccccc23)oc1NCc1ccc2c(c1)OCO2	0	-4	0	-4	-12	-13	-1.3	105	7	-3
COc1ccc(OC)c(/C=C/c2c([N+](=O)[O-])c(=O)n(C)c(=O)n2C)c1	2	3	-5	-5	1	9	1.4	96	1	2
COc1ccc(CCNC2CC(=O)N(CCc3ccc(OC)c(OC)c3)C2=O)cc1OC (centres undefined)	5	/	2	1	2	4	-0.3	113	-2	7

Ordered by the number under MC4R barr agon (high to low): five from the list above.
compound	MC4R barr agon
COC(=O)c1nc(-n2nc(C)cc2C)ccc1Cl	4.8
COc1ccc(OC)c(/C=C/c2c([N+](=O)[O-])c(=O)n(C)c(=O)n2C)c1	1.4
COc1ccc(CCNC2CC(=O)N(CCc3ccc(OC)c(OC)c3)C2=O)cc1OC (centres undefined)	-0.3
N#Cc1nc(Cc2cccc3ccccc23)oc1NCc1ccc2c(c1)OCO2	-1.3
COc1ccc(CN2CCNC(=O)C2CC(=O)N(C)Cc2ccon2)c(F)c1 (centres undefined)	-2.9

The listing continues.
SMILES	ABHD5 PLIN5 PPI	CaV13 ICDI inh	Glyco luc inh	H9c2 protect	PDI turbidity	MC4R antag cAMP	MC4R barr agon	ABCB6 inh 2	Granule exo inh	m5-HT2A agonist
S=C(c1ccc(Br)cc1)N1CCN(Cc2ccccc2)CC1	-6	-8	1	-10	-9	10	2.8	99	-1	-5
CCC(Sc1ccc2nnc(-c3ccc(F)cc3)n2n1)C(=O)O (centres undefined)	-3	-10	3	2	-1	3	0.2	101	2	4
CC(C)N(C(=O)[C@H]1C[C@H](CC(=O)NCCCn2ccnc2)C(=O)N2CCc3c([nH]c4cc(CCC(=O)N(C)C)ccc34)[C@]12C)C(C)C	5	-3	1	9	-12	-4	-2.9	98	1	-2
CCOC(=O)c1ccc(NC(=O)NCc2ccn(CC)n2)cc1	1	-3	-1	-3	-2	11	-1.0	101	-5	1
O=C(CSc1ccc2nnc(-c3ccccn3)n2n1)Nc1nccs1	3	-6	2	-12	8	6	0.3	102	-2	0
COc1ccc(CN2CCCCC2C)c(C)c1C (centres undefined)	-2	-9	1	0	-5	2	-0.2	103	1	1
CC(=O)/C(C#N)=C1\NC(=O)C(Cc2ccc(F)cc2)S1 (centres undefined)	-8	-19	-2	-4	1	1	0.2	104	-9	0
O=C1OC(N2C(=O)CC[C@H]2C(=O)Nc2cccc(F)c2)c2ccccc21 (some centres undefined)	-5	/	-1	0	/	7	-0.8	99	-4	10
Cc1ccc(C(=O)N2CC3(C)CN(C(=O)c4ccc(C)cc4)CC(C)(C2)C3=O)cc1	-3	-7	5	-2	9	1	0.8	99	-1	4
OC(COc1ccc(Br)cc1)CN1CCOCC1 (centres undefined)	1	-5	-1	-1	-4	6	-2.0	110	0	3
CCn1c(SCC(=O)N/N=C/c2ccc(C)s2)nc2ccccc21	0	-4	19	-2	-2	-15	-1.8	103	-1	-1
COc1cccc(CNC(=O)CNC(=S)N(Cc2ccccc2)Cc2ccccc2F)c1	-5	/	-5	1	2	1	0.0	100	0	-1
CCC(C)(C)n1nnnc1C(CC(C)C)N1CCC(C(N)=O)CC1 (centres undefined)	-2	/	0	8	4	5	2.5	96	-3	2
CC(C)COC(=O)N1CCCCC1c1cc(C(=O)NCc2ccccc2)no1 (centres undefined)	-8	-14	1	4	4	8	-1.7	98	2	-3
CCOC(=O)c1c(-c2ccccc2)oc2ccc(OCC(=O)NNC(=O)CCC(=O)O)cc12	-1	-1	1	2	-1	4	-0.9	94	7	-1
Cc1oc2cc3oc(=O)c(CC(=O)N[C@@H](C)C(=O)NC(Cc4ccc(Cl)cc4)C(=O)O)c(C)c3cc2c1C (some centres undefined)	1	/	0	-1	/	5	-0.4	100	8	0
CC(COc1ccccc1)N(CCCl)Cc1ccccc1 (centres undefined)	-1	-4	-3	4	-3	9	2.4	94	-6	-4
CCCn1c(N)c(N(CCOC)C(=O)/C=C/c2ccc(C(=O)OC)cc2)c(=O)[nH]c1=O	-2	-4	3	-1	-5	2	-2.3	99	-1	1
CCOc1ccc(C2/C(=C(/O)c3ccc4c(c3)CC(C)O4)C(=O)C(=O)N2CCCn2ccnc2)cc1 (centres undefined)	7	-3	-2	-5	-12	-3	-0.7	92	1	-2
CN(CC(=O)Nc1ccc(N2CCOCC2)cc1)CC(=O)Nc1cccc(C#N)c1	12	-3	1	0	5	6	3.1	97	-3	-1

Individual results from above:
CCn1c(SCC(=O)N/N=C/c2ccc(C)s2)nc2ccccc21 | H9c2 protect: -2
CC(C)COC(=O)N1CCCCC1c1cc(C(=O)NCc2ccccc2)no1 (centres undefined) | MC4R antag cAMP: 8

Further entries follow.
SMILES	ABHD5 PLIN5 PPI	CaV13 ICDI inh	Glyco luc inh	H9c2 protect	PDI turbidity	MC4R antag cAMP	MC4R barr agon	ABCB6 inh 2	Granule exo inh	m5-HT2A agonist
NC(=O)CSc1nnc(Cc2csc(Nc3ccc(F)cc3)n2)n1Cc1ccccc1	5	/	3	7	11	7	0.2	91	-4	-1
Cc1ccsc1/C=C1\CCc2ccccc2C1=O	0	-5	-19	-10	0	-2	-0.8	99	-1	-4
CC(=O)c1cc(CN2CCCCC2)cc(OC(C)C)c1	-3	-1	-1	3	0	-10	-1.2	95	-1	7
Nc1cc2c3ccccc3ccc2c2ccccc12	-37	-7	-9	-6	4	7	0.9	101	-13	1
CC(=O)OCCCNc1cc(SCc2ccco2)c2nonc2c1[N+](=O)[O-]	3	-6	5	19	11	-14	-2.3	103	-2	-5
CCOCc1nnc(NC(=O)CCc2ccccc2)s1	2	-6	-1	2	3	10	-0.8	106	-1	-1
Cc1ccc(-n2c(CSc3nc(C)cc(C)n3)nnc2SCC(=O)NCc2ccco2)cc1	2	-5	-2	5	2	-2	-0.9	100	3	1
COc1ccc(-c2nsc3c(N4CCCCC4)ncnc23)cc1	-8	-3	-21	-8	-12	1	0.9	99	-1	2
CC(C(=O)N1CCCCC1)n1sc2ccccc2c1=O (centres undefined)	6	/	-1	-7	1	2	-0.7	96	-1	-3
O=Cc1ccc(C(=O)OCC(=O)Nc2ccc(F)cc2F)cc1	3	-5	0	7	0	8	-0.8	96	4	7
Cc1cc(C(=O)Nc2ccccc2Cc2ccccc2)no1	-3	/	2	5	4	-1	-3.1	95	0	5
Cc1ccccc1C(=O)NCC(=O)OCCCOC(=O)CNC(=O)c1ccccc1C	-21	-7	1	-1	3	21	-2.9	98	3	-2
COCCn1c(CCc2ccccc2)n[nH]c1=S	0	-2	-1	4	0	8	-1.9	92	-3	13
COc1ccc(CN2CCC2(C)C(=O)NCc2ccc3c(c2)OCO3)c2ccccc12 (centres undefined)	-6	-6	-4	-2	-3	-2	-0.3	98	4	1
O=C(COC(=O)c1cc(=O)[nH]c2ccccc12)NCc1ccc(Cl)cc1	-5	-5	1	1	-8	-9	1.7	95	8	11

Some entries already given, limited to Granule exo inh and H9c2 protect:
molecule | Granule exo inh | H9c2 protect
COc1ccc(-c2nsc3c(N4CCCCC4)ncnc23)cc1 | -1 | -8
CC(C(=O)N1CCCCC1)n1sc2ccccc2c1=O (centres undefined) | -1 | -7
O=Cc1ccc(C(=O)OCC(=O)Nc2ccc(F)cc2F)cc1 | 4 | 7
Cc1cc(C(=O)Nc2ccccc2Cc2ccccc2)no1 | 0 | 5

Another view of some results above.
COc1ccc(CN2CCC2(C)C(=O)NCc2ccc3c(c2)OCO3)c2ccccc12 (centres undefined)
  ABHD5 PLIN5 PPI = -6; CaV13 ICDI inh = -6; Glyco luc inh = -4; H9c2 protect = -2; PDI turbidity = -3; MC4R antag cAMP = -2; MC4R barr agon = -0.3; ABCB6 inh 2 = 98; Granule exo inh = 4; m5-HT2A agonist = 1

O=C(COC(=O)c1cc(=O)[nH]c2ccccc12)NCc1ccc(Cl)cc1
  ABHD5 PLIN5 PPI = -5; CaV13 ICDI inh = -5; Glyco luc inh = 1; H9c2 protect = 1; PDI turbidity = -8; MC4R antag cAMP = -9; MC4R barr agon = 1.7; ABCB6 inh 2 = 95; Granule exo inh = 8; m5-HT2A agonist = 11

Source: PubChem BioAssay (several laboratories)

An unsorted share of the library (roughly 4.2% active in at least one column).
